Screens as filed in PubChem BioAssay.
GPR35 arrestin U2OS: inhibition of zaprinast-stimulated GPR35 beta-arrestin translocation – imaging, U2OS, beta-arrestin-GFP, zaprinast agonist, primary screen (AID 2058); U2OS GPR35 beta-arrestin-GFP translocation imaging, zaprinast antagonism; higher % means a stronger effect; one-dose inhibition, % at 10 µM; IC50 in µM for titrated hits; 290,000 tested, 0.052% active;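 active = inhibition of at least 50% with at least 30 cells and total cytoplasm GFP at most 10,000,000; inconclusive = under 30 cells or total GFP of 10,000,000 plus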
Rac1 GTP hydrolysis: MgcRacGAP GTPase-activating activity inhibitors, confirmation, biochemical, ADP Hunter fluorescence; 340,000 tested, 0.6% active; MgcRacGAP-stimulated Rac1 GTP hydrolysis, ADP Hunter fluorescence; higher % means a stronger effect; GST-tagged Rac1 F28L mutant substrate; one-dose inhibition, % at 30 µM; IC50 in µM for titrated hits;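 active = first-screen hits whose inhibition reached a set limit at any dose in the follow-up dose series; inconclusive = inhibition above the set first-screen limit but never retested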;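 also: fluorescence reports GDP produced by GAP-driven GTP hydrolysis; strong numbers were not always called active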
KOR beta-arrestin-1: kappa opioid receptor activators – cell-based, luminescence, uHTS, primary screen (AID 1777); activation, % at 10 µM; hits with a dose series show EC50 in µM; 280,000 tested, 0.02% active; KOR beta-arrestin recruitment, luminescence; higher % means a stronger effect; in the data active = activation above about 50%, passing the limit was not always enough; also: a part of the inactive calls stands beside numbers as strong as those of hits
NTR1 ag: agonists of NTR1, primary screen, imaging, U2OS cells, beta-arrestin-GFP, high content (AID 493036) | P30989 | NTR1-U2OS beta-arrestin-GFP spot imaging, agonist mode | activation, % at 20 µM | 330,000 tested, 0.17% active;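 active = activation at or above 40% of the spot to cytoplasm intensity ratio, with at least 20 cells analyzed; inconclusive = wells under 20 cells, flagged as cytotoxic or low count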;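 also: 0% = DMSO without peptide and 100% = 100 nM NTR1 peptide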
Target sequence (P30989 whole entry, looked up): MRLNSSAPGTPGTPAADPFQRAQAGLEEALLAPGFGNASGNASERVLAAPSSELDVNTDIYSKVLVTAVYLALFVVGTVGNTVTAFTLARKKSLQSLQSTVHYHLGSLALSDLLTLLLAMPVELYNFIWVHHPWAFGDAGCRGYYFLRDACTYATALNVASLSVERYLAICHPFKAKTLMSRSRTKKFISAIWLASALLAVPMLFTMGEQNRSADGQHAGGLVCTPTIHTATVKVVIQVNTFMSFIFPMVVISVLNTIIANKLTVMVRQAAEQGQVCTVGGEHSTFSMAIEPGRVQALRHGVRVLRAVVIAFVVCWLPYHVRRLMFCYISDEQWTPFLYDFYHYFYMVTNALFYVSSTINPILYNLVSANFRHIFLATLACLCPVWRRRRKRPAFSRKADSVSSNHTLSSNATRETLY
UTI89 phage lysis: inhibition of K1F phage lysis, E. coli UTI89, bacterial capsule biogenesis inhibitors, alamar blue (AID 488966); E. coli UTI89 K1F phage lysis, alamar blue, 2 h; higher % means a stronger effect; inhibition, % at 100 µM; hits with a dose series show IC50 in µM; 340,000 tested, 0.02% active;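 active = phage lysis inhibition, versus mean bacterial control, above a set limit; inconclusive = no clear call, values can overlap the other calls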;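 also: capsule biogenesis inhibitors block K1F phage lysis so surviving cells raise fluorescence; higher fluorescence means more inhibition of phage lysis; actives were called in the ten point dose series up to 300 µM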
NOD1 NF-kB reporter: NOD1 signaling inhibitors, primary screen, cell-based, luminescence, uHTS (AID 1578) | NOD1-driven NF-kB luciferase reporter cells, luminescence; higher % means a stronger effect | inhibition, % at 4 µM, or EC50 in µM where a hit was titrated | 290,000 tested, 1% active; in the data active = inhibition mostly above about 36%, no sharp cut-off; inactive = mostly below about 34%;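 also: HEK-293T reporter cells stimulated with the NOD1 agonist gamma-tri-DAP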
KOR beta-arrestin-2: KOR antagonists, beta-arrestin recruitment, cell-based, luminescence, uHTS (AID 1778); 290,000 tested, 0.091% active; KOR beta-arrestin recruitment, luminescence, antagonist mode; higher % means a stronger effect; inhibition, % at 10 µM; hits with a dose series show IC50 in µM; in the data active = inhibition above about 50%; also: strong numbers were not always called active
GPR55 activation: selective activators of receptor GPR55 – imaging, U2OS cells, beta-arrestin-GFP redistribution, primary screen (AID 1961); 290,000 tested, 0.048% active; activation, % at 10 µM; hits with a dose series show EC50 in µM; U2OS GPR55 beta-arrestin-GFP redistribution imaging; higher % means a stronger effect;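 active = activation above 40% with more than 50 cells counted in the well; inconclusive = wells holding fewer than 50 cells, flagged as toxic or sparse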;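 also: U2OS osteosarcoma cells stably expressing GPR55 and beta-arrestin-GFP; plate controls were DMSO negative control for no effect and LPI positive control for full effect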
GPR55 antagonists: GPR55 antagonists blocking LPI-driven arrestin recruitment, primary screen, imaging, U2OS, beta-arrestin-GFP, LPI agonist (AID 2013); inhibition, % at 10 µM, or IC50 in µM where a hit was titrated; 290,000 tested, 0.13% active; U2OS GPR55 beta-arrestin-GFP translocation imaging, LPI antagonism; higher % means a stronger effect;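 active = spots per cell inhibited over 60%, with over 100 cells counted and total cytoplasm intensity under 500,000; inconclusive = wells with under 100 cells, flagged as likely toxic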;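 also: U2OS cells stably carrying GPR55 and arrestin-GFP stimulated by 5 µM LPI near EC80; imaged beta-arrestin-GFP aggregate spots per cell after agonist stimulation; plate controls were LPI-stimulated DMSO wells for no effect and DMSO wells without LPI for full effect; some results filed as inactive read as strong as hits; confirmed hits need IC50 under 10 µM and bright autofluorescent wells are also inconclusive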
NTR1 ag cell count 20 µM: also measured in NTR1 ag; calls as there; cell count; measured here: cell count, cytotoxicity flag
An asterisk follows results filed as active; ? = inconclusive; · = not tested or not shown; [ ] = dose if it differs, or a comment. Only part of the results is shown; count on the stated rates, not on these rows.

SMILES | GPR35 arrestin U2OS | Rac1 GTP hydrolysis | KOR beta-arrestin-1 | NTR1 ag | NTR1 ag cell count 20 µM | UTI89 phage lysis | NOD1 NF-kB reporter | KOR beta-arrestin-2 | GPR55 activation | GPR55 antagonists
CCOC(=O)C1(Cc2ccc(OC)cc2)CCN(C(=O)CC2CCC(=O)N2)CC1 (stereo not drawn) | ? | 7% | 3.1% | -0.4 | 49 | 0.1% | 4% | -32% | -0.3% | -8%
c1ccc(-c2nnc(NC3=NCCC3)o2)cc1 | -34% | 4% | -3.5% | 0.1 | 70 | 0.2% | -14% | -26%[20 µM] | 0.3% | 2%
CSc1nc(C)c2c(n1)N(c1ccc(C(C)C)cc1)CC2 | 3% | 0% | 4.2% | 7.5 | 58 | -0.4% | -14% | -28% | -0.1% | 11%
N#Cc1cc(C(=O)Cc2ccccc2)c[nH]1 | -8% | -4% | -4.0% | -0.1 | 55 | -3.1% | -12% | 24% | 0.1% | 10%
COc1ccc2c(c1)c1nnc(SC)nc1n2C | -2% | 4% | 13% | 1.3 | 75 | 1.2% | -19% | -17% | 0.2% | -5%
C[C@@H](NC(=O)[C@@H]1Cc2ccccc2CN1)C(=O)NCc1ccco1 | -4% | 7% | -2.4% | -1.7 | 54 | 0.5% | -17% | 40% | -0.2% | 6%
CCO[C@H]1OC(C(=O)N2CCN(Cc3ccc4c(c3)OCO4)CC2)=C[C@@H](c2cn(C(C)=O)c3ccccc23)[C@@H]1CCCO | -15% | 9% | 3.2% | 0.6 | 86 | 0.3% | -14% | -8% | 0.1% | 0%
Cc1cccc(CN2CCCC(C(=O)Nc3ccc(-c4cscn4)cc3)C2)c1 (stereo not drawn) | 7% | 8% | 0.3% | 3.5 | 69 | 0.0% | -26% | -23% | -0.1% | -3%
CCOc1ccc(C(=O)N2CCCCCC2)cc1 | 4% | 10% | -2.1% | 0.2 | 46 | 0.2% | -12% | 36% | -0.1% | -1%
Cn1cc(Cl)c(C(=O)NNC(=S)NCc2ccco2)n1 | -14% | 11% | 11% | 0.9 | 30 | -0.1% | -34% | 1% | 0.4% | 11%
CCn1c(CNc2nc3ccccc3n2C(C)C)nc2ccccc21 | 6% | 9% | -2.7% | 0.6 | 84 | -0.1% | -16% | -22% | -0.2% | -6%
Cc1ccc(-c2nnn(CC(=O)Nc3cccc4cccnc34)n2)o1 | -12% | 2% | · | -3.7 | 84 | -1.8% | -19% | 2% | -0.2% | -2%
Cc1cc(C)cc(-n2nnc(C(=O)NCc3ccco3)c2N)c1 | 21% | -4% | 3.4% | 1.6 | 73 | -0.6% | -18% | -32% | 0.5% | -11%
COc1cccc(CNC(=O)COc2cc(O)c3c(c2)OC(C)(C)CC3=O)c1 | -2% | -3% | · | 1.4 | 90 | 9.6% | 11% | -35%[20 µM] | 0.4% | 26%
COc1ccc(NC2=C(C(C)=O)C(c3ccc(OC)c(OC)c3)C(C(C)=O)C(C)(O)C2)cc1 (stereo not drawn) | -6% | 9% | -4.6% | 0.2 | 82 | -0.2% | 2% | 31% | -0.1% | 9%
COc1ccccc1C(=O)N/C(=C\c1cn(S(=O)(=O)N(C)C)c2ccccc12)C(=O)N1CCOCC1 | 0% | 9% | 1.4% | 1.8 | 59 | 0.3% | -17% | -37% | -0.1% | 16%
CCOC(=O)Nc1nnc(CCc2ccccc2)s1 | 13% | 11% | 10% | 0.5 | 39 | 1.0% | -16% | 32% | -0.4% | 12%
Cc1cc(C)nc(NC2=NC3CCCCC3N2)n1 (stereo not drawn) | 0% | 8% | -2.8% | 1.1 | 32 | 1.1% | -17% | -30% | 0.0% | 6%
COC(=O)CSC(C)C(=O)Nc1nnc(C(C)C)s1 (stereo not drawn) | 7% | 4% | -8.2% | -0.1 | 90 | 0.1% | -18% | -1% | -0.3% | 10%
Cc1nn(CCc2nn[nH]n2)c2nc(-c3ccc(Br)cc3)cc(C(F)(F)F)c12 | 0% | 7% | 1.5% | 6.5 | 72 | -0.4% | -11% | -30% | -1.1% | 17%
Cn1nc(-c2ccc(Cl)cc2)cc1NC(=O)CC(C)(C)CC(=O)O | 2% | · | 0.5% | -1.1 | 40 | · | -11% | 28% | 1.0% | 9%
Cc1c(NC(=O)Nc2ccccc2C(F)(F)F)c(=O)n(-c2ccccc2)n1C | 15% | 12% | 3.5% | 0.0 | 79 | 0.1% | -5% | -13% | 0.2% | 4%
CCCCN(C(=O)CSCc1c(C)noc1C)c1c(N)n(CCC)c(=O)[nH]c1=O | 1% | 7% | -3.3% | 0.4 | 67 | 0.8%[50 µM] | -27% | 14% | 0.2% | 17%
COc1ccc(N(CC(=O)NCCC2=CCCCC2)S(=O)(=O)c2c(C)[nH]c(=O)[nH]c2=O)cc1 | 5% | 8% | 5.9% | -2.7 | 88 | 0.3%[50 µM] | 3% | 39% | -0.2% | -2%
COCc1nnc(NS(=O)(=O)c2ccccc2)s1 | 4% | 8% | -1.1% | 0.1 | 60 | -2.2% | -8% | -17% | -0.2% | -7%

(list continues)
SMILES | GPR35 arrestin U2OS | Rac1 GTP hydrolysis | KOR beta-arrestin-1 | NTR1 ag | NTR1 ag cell count 20 µM | UTI89 phage lysis | NOD1 NF-kB reporter | KOR beta-arrestin-2 | GPR55 activation | GPR55 antagonists
O=C(NC(Cc1c[nH]c2ccccc12)C(=O)NCc1ccc(F)cc1)OCc1ccccc1 (stereo not drawn) | -9% | 5% | 7.0% | 7.1 | 58 | 0.2% | -2% | 14% | 0.1% | 0%
O=C(NCCCN1CCCC1)c1cc(Sc2ccc(F)cc2)nc2ccccc12 | -16% | -2% | -4.3% | 1.0 | 61 | 1.0% | -25% | 18% | 0.3% | 7%
C=CCN1/C(=C(\C#N)C2=NS(=O)(=O)c3ccccc32)N(C)c2ccccc21 | 4% | 7% | 0.6% | 0.3 | 63 | 2.1% | -7% | 18% | -0.2% | 0%
Cc1ccc(-c2noc(CCC(=O)NC3CCCc4ccccc43)n2)cc1 (stereo not drawn) | -16% | 7% | 2.1% | 0.4 | 72 | 0.5% | -21% | -45% | -0.1% | 4%
O=c1ccn(-c2cccc(C(F)(F)F)c2)nc1-c1ccn(-c2ccccc2)n1 | 11% | 12% | -1.3% | 0.4 | 43 | -0.4% | -5% | -2% | -0.1% | -5%
C[C@@H]1NC(=O)[C@H](CCCN=C(N)N)NC(=O)c2cc([N+](=O)[O-])cc(I)c2NCCC[C@@H](C(N)=O)NC1=O | 10% | 7% | -1.0% | -0.1 | 46 | 1.9% | -7% | 15% | -0.1% | 10%
COc1cccc(OCC(O)CO)c1 (stereo not drawn) | 8% | 1% | 2.6% | -0.4 | 77 | 0.2% | -11% | 13% | -0.1% | 0%
CCOc1ccc(NC(=S)N2CCN(c3ccc(N4CCOCC4)nn3)CC2)cc1 | -2% | 11% | -0.8% | -1.1 | 87 | 0.3% | -24% | -27% | -0.4% | 2%
Cc1ccccc1CN1C(=O)c2ccccc2Sc2ccc(C(=O)NCCN3CCOCC3)cc21 | 8% | -12% | 6.0% | 0.6 | 74 | -0.5% | 1% | -5% | -0.2% | -3%
Cc1cccc(/C=N/NC(=O)Cn2nnnc2N)n1 | -15% | 9% | 3.0% | -1.0 | 42 | 0.1% | -1% | -3% | 0.3% | -12%
Cc1ccc(C(=O)NC(N(C)C)C(Cl)(Cl)Cl)cc1 (stereo not drawn) | -3% | 2% | 2.0% | -1.1 | 75 | 0.2% | -38% | -11% | -0.3% | 5%
COc1ccc(N(C(C)=O)C2C=CS(=O)(=O)C2)c(OC)c1 (stereo not drawn) | -3% | 6% | 7.7% | -0.8 | 67 | 1.8% | 38% | -42% | -0.1% | 3%
Cc1nnc(SCC(=O)NNC(=O)c2ccc(Br)cc2)n1C | 6% | · | · | -0.9 | 99 | · | -33% | -14%[20 µM] | -0.1% | 11%
C/C(CC(=O)Nc1ccc(C)cc1C)=N\NC(=O)C(C)C | 3% | 4% | · | -1.7 | 60 | 0.6% | -27% | -46%[20 µM] | -0.1% | 3%
CCOC(=O)c1cc2c(OC)ccc(OC)c2n1CC(=O)c1ccccc1 | 4% | 6% | -5.5% | 3.9 | 95 | 0.5% | 11% | -10% | 0.0% | 0%
CC(=O)NC(CC(=O)NCCN1C(=O)S/C(=C\c2ccccc2)C1=O)c1ccccc1 (stereo not drawn) | -11% | 5% | 2.0% | 1.2 | 70 | 1.0% | -10% | 10% | 0.2% | 5%
CCOc1ccc(N=NC2C(=O)N(C(N)=S)N=C2C)cc1 (stereo not drawn) | 3% | 9% | -7.6% | 3.2 | 71 | 0.6% | -77% | -34%[20 µM] | 0.0% | 4%
CCOC(=O)N1CCC(NC(=O)CCc2c(C)nc3c(c(C)nn3C(C)(C)C)c2C)CC1 | -1% | 3% | -1.2% | 4.4 | 82 | 2.0% | -8% | -17% | 0.2% | 0%
CC(SC1=NCCN1S(C)(=O)=O)c1ccccc1 (stereo not drawn) | -7% | 7% | -1.8% | 0.3 | 72 | 0.5% | 2% | 44% | -0.2% | -1%
CCCCC(=O)Nc1ccc(C(=O)Nc2ccc(S(=O)(=O)N3CCCC3)cc2)cc1 | 14% | 10% | -1.9% | 7.9 | 90 | 4.3% | 8% | 0% | 0.1% | -13%
Cc1cccc(/C=N/n2c(-c3cc(-c4ccccc4)n[nH]3)n[nH]c2=S)c1 | -20% | 13% | 4.3% | 4.8 | 48 | -0.2% | 3% | -1% | 0.0% | 13%
O=S(=O)(CC(CN1CCCCC1)N1CCCCC1)c1ccc2ccccc2c1 (stereo not drawn) | 17% | -34% | -1.0% | · | · | -2.1% | -6% | 4% | 1.3% | 7%
N#Cc1cnn2c(C(F)(F)F)cc(-c3ccccc3)nc12 | 20% | 10% | 2.4% | 1.4 | 55 | -0.2% | 13% | -25%[20 µM] | 0.3% | -4%
COc1ccc(-c2nnc(Nc3ccc(S(=O)(=O)Nc4nccs4)cc3)c3ccccc23)cc1 | -15% | -2% | -3.1% | -1.1 | 36 | 2.2% | -23% | 20% | -0.4% | 7%
COc1ccc(N(CCC(=O)O)S(=O)(=O)c2ccc(C)c(C)c2)cc1 | 4% | 8% | -0.6% | 4.0 | 54 | 0.2%[50 µM] | -9% | 3% | 0.8% | 5%
